Compound activity as filed in PubChem BioAssay.
MBD2 DNA inh = inhibitors of human MBD2 binding to methylated oligonucleotide. AID 686964. 370,000 compounds, 0.31% hits. TR-FRET. inhibition, % at 4.4 µM; in the data active means inhibition above about 13%
TCR-CD3 inh = human TCR-CD3 binding inhibition; 360,000 compounds, 0.37% hits; TAMRA-labeled TCR probe fluorescence, biochemical; inhibition, % at 9.4 µM; in the data active means inhibition above about 19%;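 further: recombinant mutant TCR 2C K166C tagged with TAMRA read by polarization; 0% = receptor in buffer alone and 100% = receptor with positive control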
ABHD4 inh = ABHD4 (mouse) inhibition, primary FP screen. Q8VD66. purified mABHD4, FP-Rh probe fluorescence polarization. inhibition, % at 8.92 µM. 370,000 compounds, 0.54% hits. AID 720543;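 active means inhibition exceeding the mean over every tested compound plus 3 SD, cut at about 30% in these data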;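 further: 0% = plate median of compound wells and 100% = S159A mutant with DMSO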
Target sequence (Q8VD66 whole entry, looked up): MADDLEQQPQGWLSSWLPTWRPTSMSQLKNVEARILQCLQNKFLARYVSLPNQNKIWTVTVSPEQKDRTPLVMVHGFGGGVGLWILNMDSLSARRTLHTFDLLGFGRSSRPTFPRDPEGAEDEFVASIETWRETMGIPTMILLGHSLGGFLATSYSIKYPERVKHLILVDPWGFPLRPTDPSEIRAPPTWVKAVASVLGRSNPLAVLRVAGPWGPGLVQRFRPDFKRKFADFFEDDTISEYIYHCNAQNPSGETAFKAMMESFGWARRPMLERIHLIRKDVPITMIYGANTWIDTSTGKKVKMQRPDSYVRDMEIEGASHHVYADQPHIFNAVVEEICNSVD
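Assay system: wild-type mouse ABHD4 protein; compound: single nominal dose of 8.92 µM, 0.89% DMSO final; schedule: 45 min + 60 min at 25 °C; measured by: FP readout, ex 525 nm / em 598 nm; evaluation: % inhibition of FP-Rh probe binding versus controls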
HTRA1 inh = blocks human HTRA1 serine peptidase; Q92743; 340,000 compounds, 0.5% hits; inhibition, % at 5.96 µM; recombinant HTRA1, FP-rhodamine activity-based probe, fluorescence polarization; in the data active means inhibition above about 36%;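 further: 0% = enzyme with DMSO and 100% = wells lacking enzyme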
SIAE primary = inhibitors of human sialic acid acetylesterase SIAE. inhibition, % at 9.66 µM. SIAE FP-Rh probe binding, fluorescence polarization. 370,000 compounds, 0.69% hits. AID 1053197;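 active means inhibition above a cutoff: mean of compounds within the control limits plus 3 SD of those, cut at about 17% in these data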;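 further: 0% = plate median of compound wells and 100% = probe without SIAE protein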
TDP2 inh = TDP2 (human) inhibition, absorbance primary screen. O95551. recombinant TDP2, T5PNP hydrolysis, p-nitrophenol absorbance 415 nm. inhibition, % at 12.8 µM. 370,000 compounds, 0.34% hits;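 active means inhibition above the mean of all tested compounds plus 3 SD, set per campaign, cut at about 25% in these data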;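 further: 0% = DMSO with enzyme and 100% = buffer with substrate but no TDP2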
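Material: recombinant human TDP2; quantity: TDP2 enzyme at 120 nM final; medium: Tris-HCl pH 7.5 with MgCl2; compound: single concentration, 12.8 µM nominal, with 1% DMSO; incubation: 2 h enzyme incubation at 37 °C; signal: epi absorbance; measure: percent inhibition; benchmarks: high control without enzyme, low control DMSO plus TDP2; repeats: singlicate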
GC-B act = GC-B (human) receptor activation | HEK293-GC-B cells, CNP EC30, cGMP TR-FRET; 0% at EC30 CNP, 100% saturating CNP | activation, % at 10 µM | AID 1920062 | P20594 | 370,000 compounds, 0.11% hits;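 active means activation at 10 µM reaching about 35% in either raw or pattern-adjusted values, limit read from the data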
LEDGF integ inh = blocks HIV-1 LEDGF/p75-dependent DNA integration. TR-FRET IN-LEDGF/p75 DNA integration, Eu/Cy5. inhibition, % at 3.7 µM. 370,000 compounds, 0.64% hits. AID 743269;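 active means inhibition above the screen-wide mean plus 3 SD, cut at about 13% in these data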;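 further: signal is the Cy5 over europium emission ratio at 671 and 618 nm; 0% = plate median of compound wells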
PRMT1 inh = blocks human protein arginine methyltransferase 1; recombinant PRMT1, activity-based probe fluorescence polarization; 370,000 compounds, 1.3% hits; inhibition, % at 2.79 µM; AID 652257;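 active means inhibition above about 21% made by adding two undisclosed values, limit read from the data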
Target sequence (Q99873 whole entry, looked up): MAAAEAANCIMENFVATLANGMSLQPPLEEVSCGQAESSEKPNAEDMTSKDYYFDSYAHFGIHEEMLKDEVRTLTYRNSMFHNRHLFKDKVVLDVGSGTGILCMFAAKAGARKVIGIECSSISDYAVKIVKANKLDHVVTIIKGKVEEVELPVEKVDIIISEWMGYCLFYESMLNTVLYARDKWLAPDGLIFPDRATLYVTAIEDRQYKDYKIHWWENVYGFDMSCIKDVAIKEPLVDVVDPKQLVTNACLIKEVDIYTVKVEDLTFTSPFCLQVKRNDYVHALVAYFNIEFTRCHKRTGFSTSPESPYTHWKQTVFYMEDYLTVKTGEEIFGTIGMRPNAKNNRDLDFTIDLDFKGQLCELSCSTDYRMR
rCAG RNA binder = r(CAG) repeat RNA binding; TO-PRO-1 dye displacement fluorescence; inhibition, % at 3 µM; 370,000 compounds, 1.3% hits; AID 651821;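 active means inhibition above the plate cutoff, the mean of all test compounds on that plate plus 3 SD, cut at about 35% in these data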;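 further: 0% = DMSO alone and 100% = 100 µM mitoxantrone as full dye displacement; higher means more dye released from RNA so lower well fluorescence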
* hit, by the source's call; · = not tested or not shown. These rows are one share of the data. The share of hits here may be higher or lower than overall.

Start of the data: the first 3 compounds, to show the layout:
SMILES	MBD2 DNA inh	TCR-CD3 inh	ABHD4 inh	HTRA1 inh	SIAE primary	TDP2 inh	GC-B act	LEDGF integ inh	PRMT1 inh	rCAG RNA binder
CNc1nnc(-c2ccc(OC)cc2)s1	0.3	6.8	-2.1	2.9	7.1	5.5	-1.8	2.3	-1.1	-3.9
COc1ccc2cc(C3c4cc(OC)c(OC)cc4CCN3C(=O)c3ccco3)c(=O)[nH]c2c1 (stereo not given)	-3.1	-7.3	-9.8	-12.9	-0.3	-15.8	-9.3	4.7	-2.7	-0.4
O=c1[nH]c(Nc2ccc(F)cc2)cc2ccccc12	1.6	1.0	14.1	3.7	5.7	76.8*	-10.4	52.9*	12.6	1.3

This part in full, previewed entries included:
SMILES	MBD2 DNA inh	TCR-CD3 inh	ABHD4 inh	HTRA1 inh	SIAE primary	TDP2 inh	GC-B act	LEDGF integ inh	PRMT1 inh	rCAG RNA binder
CNc1nnc(-c2ccc(OC)cc2)s1	0.3	6.8	-2.1	2.9	7.1	5.5	-1.8	2.3	-1.1	-3.9
COc1ccc2cc(C3c4cc(OC)c(OC)cc4CCN3C(=O)c3ccco3)c(=O)[nH]c2c1 (stereo not given)	-3.1	-7.3	-9.8	-12.9	-0.3	-15.8	-9.3	4.7	-2.7	-0.4
O=c1[nH]c(Nc2ccc(F)cc2)cc2ccccc12	1.6	1.0	14.1	3.7	5.7	76.8*	-10.4	52.9*	12.6	1.3
CCCCn1c(=N)n(CC(=O)c2ccc([N+](=O)[O-])cc2)c2ccccc21	12.1	0.2	-0.6	·	1.5	-11.9	-5.7	-3.6	11.7	0.4
Cn1c(/C=C/N(Cc2ccccc2)c2ccccc2)c([N+](=O)[O-])c(=O)n(C)c1=O	-0.4	3.8	-5.1	-2.1	0.4	-4.9	2.0	2.0	1.1	14.3
O=C(CSc1nnc(-c2ccco2)c(-c2ccco2)n1)Nc1ccccc1	10.6	8.7	50.8*	18.1	9.1	-6.9	-0.8	37.7*	47.8*	60.1*
O=C(NCC1CCN(Cc2ccccc2Cl)CC1)Nc1ccccc1F	1.6	1.4	-1.4	1.5	-0.1	1.5	-8.6	-5.0	-1.5	-5.7
CC(C)CN(CC(C)C)S(=O)(=O)N1CCC(C(=O)NCc2ccc(F)cc2)CC1	4.0	0.7	-2.7	-1.7	7.5	1.9	-5.2	0.2	0.0	-7.5
CCNC(=O)c1cc2c(c(-c3cccc(-c4cc5ccccc5o4)c3)n1)[C@H](CCO)N(C(=O)NC(C)C)C2	3.3	0.9	-19.8	·	-15.2	4.6	13.2	-0.6	0.3	16.8
CC(C)(C)c1[nH]nc2c1C(Cc1ccccc1)C(C#N)=C(N)O2 (stereo not given)	0.3	4.4	-4.4	-3.4	3.7	5.8	0.8	-0.9	-1.3	-2.9
COc1ccc(OC)c(-c2nc3cc4ccccc4cc3nc2-c2ccccc2)c1	-2.4	-1.7	-8.5	-1.2	-8.0	4.0	-4.9	0.8	-2.2	4.1
O=C(N[C@@H](Cc1ccccc1)c1nc2ccccc2[nH]1)c1cc([N+](=O)[O-])ccc1Cl	-0.1	-3.0	1.0	-7.9	-0.9	3.0	-4.3	-0.4	1.5	-2.8
C[C@H]1CN([C@@H](C)CO)C(=O)CCCn2cc(nn2)CO[C@@H]1CN(C)S(=O)(=O)c1ccccc1C#N	-5.0	0.0	-2.2	3.1	7.9	11.9	4.8	-5.3	-2.7	2.1
COCCn1c(=NC(=O)CCS(=O)(=O)c2ccccc2)sc2cc(F)ccc21	0.3	0.5	0.3	-2.1	-0.2	4.6	7.0	1.6	0.7	-3.0
CC(Sc1nnc(Nc2ccccc2)s1)C(=O)NC1CCCc2ccccc21 (stereo not given)	2.0	7.8	-1.9	-23.0	-9.3	9.3	-3.6	0.4	-4.2	-2.4
O=C1NCC(COCc2ccco2)O1 (stereo not given)	4.0	-2.0	0.3	2.9	1.6	-0.2	2.5	-0.5	0.8	1.8
COc1ccc(-n2c(CN3CCN(c4ccccn4)CC3)nc3ccc([N+](=O)[O-])cc3c2=O)c(OC)c1	-1.2	-1.7	9.8	1.2	1.1	14.5	1.3	-1.7	0.2	1.5
Cc1cc(C)n(C(=O)CNc2cccc(Cl)c2C)n1	-3.8	3.7	1.8	-0.4	0.7	8.3	-6.3	-0.5	-0.1	-0.6
CN(C)c1cccc(C(=O)NC2CCCc3ccccc32)c1 (stereo not given)	0.3	-4.9	6.6	5.8	-3.8	-9.5	-4.8	3.2	-0.1	2.1
C/C(=N\NC(=O)c1ccc(O)cc1)c1ccc(N2CCOCC2)cc1	-4.9	9.8	-3.5	-4.8	-6.5	-2.0	1.2	-1.7	-1.6	-3.6
O=C(COc1ccccc1[N+](=O)[O-])NCc1cccnc1	0.6	-6.3	0.9	-1.1	0.2	-0.3	3.1	-1.2	-3.8	0.1
CS(=O)(=O)N(CC(=O)NCc1ccco1)c1ccc(OCc2ccccc2)cc1	-0.3	13.2	-4.0	1.4	-3.4	8.1	-4.6	2.8	-1.1	-3.0
CN(C)S(=O)(=O)N1CCC(Oc2ccc(C(=O)NC3CCCCC3)cc2)CC1	-2.4	3.2	-7.7	7.5	1.4	8.5	5.9	-0.2	-3.7	-6.8
CN(C)CCCNc1oc(-c2ccccc2Cl)nc1S(=O)(=O)c1ccc(F)cc1	-3.0	2.6	2.1	-2.9	6.6	0.9	1.4	2.9	-3.2	-0.5
CCN(CC)CCCN1C(=O)C(O)=C(C(=O)c2sc(C)nc2C)C1c1ccco1 (stereo not given)	-2.5	1.2	-0.9	3.3	3.5	11.3	7.5	-1.5	-3.3	1.2

Given field by field: entries from further up
> CN(C)S(=O)(=O)N1CCC(Oc2ccc(C(=O)NC3CCCCC3)cc2)CC1
  MBD2 DNA inh: -2.4
  TCR-CD3 inh: 3.2
  ABHD4 inh: -7.7
  HTRA1 inh: 7.5
  SIAE primary: 1.4
  TDP2 inh: 8.5
  GC-B act: 5.9
  LEDGF integ inh: -0.2
  PRMT1 inh: -3.7
  rCAG RNA binder: -6.8

> CC(C)CN(CC(C)C)S(=O)(=O)N1CCC(C(=O)NCc2ccc(F)cc2)CC1
  MBD2 DNA inh: 4.0
  TCR-CD3 inh: 0.7
  ABHD4 inh: -2.7
  HTRA1 inh: -1.7
  SIAE primary: 7.5
  TDP2 inh: 1.9
  GC-B act: -5.2
  LEDGF integ inh: 0.2
  PRMT1 inh: 0.0
  rCAG RNA binder: -7.5

(next part)
SMILES	MBD2 DNA inh	TCR-CD3 inh	ABHD4 inh	HTRA1 inh	SIAE primary	TDP2 inh	GC-B act	LEDGF integ inh	PRMT1 inh	rCAG RNA binder
N#Cc1nc(COc2ccc(Cl)cc2)oc1N1CCCCCC1	-1.4	-1.9	-12.7	-19.9	1.4	-14.5	0.2	2.2	-1.8	-2.0
CNC(=S)NC1CC2CCCC(C1)N2Cc1ccccc1OC (stereo not given)	0.7	-0.2	-1.7	5.0	-2.0	-13.4	-1.7	2.1	1.7	-2.2
Cc1nn(C)c2nc(-c3cccs3)cc(C(F)(F)F)c12	-2.7	-0.8	-1.0	-6.2	3.9	0.5	-4.8	-0.4	-0.1	-2.7
CCOc1ccc(NC(=O)CS(=O)(=O)c2cn(C)c3ccccc23)cc1	6.1	-6.9	-2.9	9.9	2.5	-2.6	-6.7	5.1	2.3	4.1
COc1ccccc1NC(=O)C(CCS(C)(=O)=O)N1C(=O)c2ccccc2C1=O (stereo not given)	4.9	0.4	4.5	1.6	-1.8	3.9	0.9	-0.6	-0.9	-3.3
CC(=O)Nc1sc(N/N=C\c2ccccc2F)nc1-c1cccs1	2.0	-5.2	0.6	6.2	4.6	4.2	1.2	-0.7	8.4	7.8
Cc1ccc(C)c(OCc2cc(C(=O)N3CCOCC3)no2)c1	0.6	1.4	-1.7	-1.2	-3.4	9.7	-0.2	-4.0	-1.9	-4.1
CC(OC(=O)CCN1C(=O)C2CC=CCC2C1=O)C(=O)c1ccc(F)cc1 (stereo not given)	2.8	-2.8	-10.2	5.6	-8.3	-5.1	-0.7	4.1	-4.0	0.6
NC(=O)N/N=C/c1ccc([N+](=O)[O-])o1	-3.5	7.2	1.8	-0.4	-5.7	4.0	3.6	2.1	1.6	1.7
O=C(O)CSc1nnc(COc2cccc3cccnc23)n1-c1cccc(C(F)(F)F)c1	2.5	1.1	-5.1	·	-8.1	5.5	0.6	1.0	-0.2	7.5
O=C(CNCc1ccccc1)Nc1ccccc1-c1ccccc1	3.4	6.0	20.2	-2.8	-1.2	-5.4	6.7	-4.1	2.5	-0.9
CCOc1ccc2nc(NC(=O)C3=NN(c4ccccc4)C(=O)CC3)sc2c1	-0.1	-3.6	2.7	-5.6	-4.3	0.9	-3.6	0.5	-0.9	2.9
Fc1cccc(Cn2ccc3ccc(-c4ccc5ccn(Cc6ccccc6)c5c4)cc32)c1	-2.9	·	9.6	·	-0.9	2.3	2.7	-0.9	1.4	17.3
O=S1(=O)N=C2CCCCCN2C(c2ccc(F)cc2)N1 (stereo not given)	-6.7	-4.0	-3.6	-7.9	6.0	6.3	-3.6	0.2	2.3	-1.1
O=C(Nc1ccccc1OC(F)F)c1ccc(N2CCCC2=O)cc1	-2.5	5.0	10.4	1.8	-2.2	-11.6	-1.1	4.4	-2.1	-0.5
COc1cccc2c1Oc1ncccc1N(C(=O)CCC(=O)NCc1ccccc1F)C2	-1.4	6.4	-1.6	-0.4	-4.1	0.8	-1.8	-0.2	-4.4	0.4
O=C(Nc1ccc(Cl)cc1)C1=Cc2ccccc2OC1	-3.4	0.3	-45.4	-53.0	-40.1	-14.0	-15.3	1.6	-0.5	4.3
S=c1[nH]nc(COc2ccccc2)n1-c1ccccc1	2.1	-0.1	0.3	5.4	-0.1	-10.1	-1.6	0.9	3.8	5.9
CC1=CC(=O)[C@@H](OC(=O)Nc2ccc(C)cc2)[C@@H](c2ccccc2Br)N1C	-7.3	8.0	5.3	-7.6	3.5	1.1	-7.6	6.9	-0.8	2.1

Full records, quoted from the list:
O=C(Nc1ccc(Cl)cc1)C1=Cc2ccccc2OC1 in the list: MBD2 DNA inh = -3.4; TCR-CD3 inh = 0.3; ABHD4 inh = -45.4; HTRA1 inh = -53.0; SIAE primary = -40.1; TDP2 inh = -14.0; GC-B act = -15.3; LEDGF integ inh = 1.6; PRMT1 inh = -0.5; rCAG RNA binder = 4.3
CN(C)S(=O)(=O)N1CCC(Oc2ccc(C(=O)NC3CCCCC3)cc2)CC1 in the list: MBD2 DNA inh = -2.4; TCR-CD3 inh = 3.2; ABHD4 inh = -7.7; HTRA1 inh = 7.5; SIAE primary = 1.4; TDP2 inh = 8.5; GC-B act = 5.9; LEDGF integ inh = -0.2; PRMT1 inh = -3.7; rCAG RNA binder = -6.8
